# Screens: PubChem BioAssay, National Center for Advancing Translational Sciences (NCATS)
# Luc counter: counter-screen: inhibitors of Kinase-Glo firefly luciferase; Q27757; 0.28% of 200,000 active; Kinase-Glo luciferase, ATP luminescence, 8 min; AID 1379; Potency, µM (highest dose often 38.3 µM), for the others: at the top dose activity change, negative = inhibition, usual class: inhibitors; also: potency is read from the fitted curve at half-maximal effect; % is scaled to controls: 0 for no effect and ±100 for the full control effect; nearly all actives have a fitted effect of over 60% in size
#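 Compounds were added to a substrate mix at pH 7.2 (50 mM imidazole, 10 uM ATP, within the enzyme's linear range), followed by Kinase-Glo detection reagent; luminescence was measured after 8 minutes at ambient temperature.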
# IMPase Li cell: IMPase inhibition in cells with lithium potentiation; AID 1457; CHO-M1 cells, IP1 TR-FRET (IP-One), carbachol + lithium; 0.35% of 210,000 active; Potency, µM (highest dose often 59.4 µM), without a hit: at the highest dose activity, negative = IMPase inhibition, usual class: inhibitors;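 also: IP1 builds up when IMPase is blocked and the TR-FRET signal falls; potency is read from the fitted curve at half-maximal effect; plate controls were basal vehicle for no effect and high inhibitor control for full effect; nearly all actives have a fitted effect of over 50% in size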
#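 IP1 accumulation measured by competitive TR-FRET in lysed CHO-M1 cells after 30 min compound exposure at 37C, with a small lithium addition to potentiate weak responses. Hill-equation AC50 from ratio and donor-channel data.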
# SMN2 splice up: enhancers of SMN2 splice variant expression; HEK293 SMN2-luciferase splicing reporter, luminescence, 30-36 h; Potency, µM (titrated, usually from 46.1 µM), for inactives: at the top dose activity change, positive = activation, hits mostly activators; 2.8% of 210,000 active; AID 1458; also: potency is read from the fitted curve at half-maximal effect; % of control where 0% means no effect; nearly all actives have a fitted effect of over 55% in size
#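 HEK293 cells carry an SMN2 […]–luciferase reporter in which exon 7 inclusion puts luciferase in frame. Cells were plated 10-12 h before compound addition, then incubated 30-36 h at 37C. ONE-Glo luminescence was read; sodium butyrate at 4.5 mM final served as control.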
# Lamin A splicing: changes lamin A minigene splicing in HeLa cells; HeLa LMNA splicing GFP/RFP minigene ratio, 48 h; Potency, µM (highest dose often 46.1 µM), for the others: at the top dose ratio change, negative = inhibition, hits mostly inhibitors; 0.01% of 200,000 active; AID 1487; active = well fitted inhibition curve with a large enough effect in the signal ratio, with a control signal flat, not every such curve was filed as active; inconclusive = small, poorly fitted or top-dose-only effect, or effect the other way, or a change in a side signal; the % refers to the signal ratio; also: potency is read from the fitted curve at half-maximal effect; % is scaled to controls: 0 for no effect and ±100 for the full control effect
#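 S3 HeLa stable clones carrying a lamin A-EGFP splicing minigene plus DsRed2 were seeded at 600 cells/well in Opti-MEM with 2% FBS, pin-dosed and incubated 48 h at 37°C. Acumen cytometry (488 nm) gave the GFP/RFP total-intensity ratio.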
# HTT cytoprotect: cytoprotection in Huntington HTT-Q103 PC12 cell model; PC12 HTT-Q103 induced, cytoprotection, ATP luminescence, 40 h; 0.14% of 230,000 active; Potency, µM (titrated, usually from 56.4 µM), for the others: cytoprotection (ATP increase), most hits filed as activators;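 also: potency is read from the fitted curve at half-maximal effect; % of control where 0% means no effect; nearly all actives have a fitted effect of over 45% in size; toxic huntingtin expression switched on by the ecdysone agonist tebufenozide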
#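 Compounds added alongside 100 nM tebufenozide, which induces toxic Q103 huntingtin exon 1-GFP in stable PC12 cells; surviving cells quantified by luminescent ATP measurement. Medium: phenol red-free DMEM, 5% equine and 5% calf serum.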
# HttQ103 aggreg: reduces HttQ103-GFP aggregates in PC12 cells. PC12 HttQ103-GFP aggregates, Acumen cytometry, 40 h. Potency, µM (doses to about 46.1 µM), for the others: at the top dose activity change, negative = inhibition, actives largely listed as inhibitors. 1.1% of 220,000 active. AID 1688; also: potency is read from the fitted curve at half-maximal effect; % is scaled to controls: 0 for no effect and ±100 for the full control effect; nearly all actives have a fitted effect of over 60% in size
#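 PC12/HTTQ103-GFP, ecdysone-inducible; teb 100 nM; cpd qHTS titration; GFP aggregates read on laser cytometer, Ex 488/Em 500-530 nm.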
# CBFb-RUNX1 inh: CBF-beta/RUNX1 interaction disruption; Q01196+Q13951; AlphaScreen CBFb-His/RUNX1-biotin binding, biochemical; Potency, µM (series often up to 59.8 µM), without a hit: at the highest dose activity, negative = inhibition, most hits filed as inhibitors; 230,000 tested, under 10 active; AID 1477; also: % of control where 0% means no effect
# Target sequence (Q01196 whole entry, looked up): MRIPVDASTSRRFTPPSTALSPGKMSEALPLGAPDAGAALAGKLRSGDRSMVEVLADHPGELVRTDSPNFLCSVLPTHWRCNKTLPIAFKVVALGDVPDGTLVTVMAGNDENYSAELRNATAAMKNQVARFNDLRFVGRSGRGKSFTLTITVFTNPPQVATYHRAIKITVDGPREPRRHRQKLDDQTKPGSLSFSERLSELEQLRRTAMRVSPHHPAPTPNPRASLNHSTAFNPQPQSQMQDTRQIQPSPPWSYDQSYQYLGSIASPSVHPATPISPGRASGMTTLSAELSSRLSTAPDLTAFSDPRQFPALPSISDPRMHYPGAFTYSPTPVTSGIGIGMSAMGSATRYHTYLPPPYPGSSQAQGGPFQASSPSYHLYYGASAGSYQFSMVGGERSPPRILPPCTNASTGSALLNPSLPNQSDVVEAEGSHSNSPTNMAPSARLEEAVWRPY
# Target sequence (Q13951 whole entry, looked up): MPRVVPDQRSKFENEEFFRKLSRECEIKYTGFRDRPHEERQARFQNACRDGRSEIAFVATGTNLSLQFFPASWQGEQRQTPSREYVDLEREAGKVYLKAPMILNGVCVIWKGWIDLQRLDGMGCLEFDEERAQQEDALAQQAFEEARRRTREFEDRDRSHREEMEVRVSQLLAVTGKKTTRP
#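 CBF-beta (His) and RUNX1 (biotin), 30 nM each; 20 min preassociation; + compound, 15 min; + beads 50 ng each (Ni, streptavidin), 90 min; RT; AlphaScreen read.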
# Active calls of the source: *; ? = inconclusive; . = not tested or not shown; [ ] = remark or other dose. Unless noted, calls follow the shape of the dose curve; as a rule, active = well fitted curve in the direction sought with a large enough effect; inconclusive = small, poorly fitted or top-dose-only effect, or another doubt; inactive = no such curve, though single readings can be large; an effect the other way counts as inactive or inconclusive.
# Short keys: A = Luc counter; B = IMPase Li cell; C = SMN2 splice up; D = Lamin A splicing; E = HTT cytoprotect; F = HttQ103 aggreg; G = CBFb-RUNX1 inh
> COc1ccc(C(C)C)cc1S(=O)(=O)NCc1ccccn1
  A: -3% | B: 32%[activator][38.3 µM] | C: 5% | D: 7% | E: 4% | F: 1% | G: 9%
> CC(=O)NC(=S)Nc1sc2c(c1C#N)CCCCC2
  A: . | B: . | C: . | D: -12% | E: -18%[10 µM] | F: 24% | G: -8%
> CCOc1ccc(C2C(C(=O)c3cccs3)=C(O)C(=O)N2Cc2cccnc2)cc1OC (configuration not stated)
  A: -1% | B: -7% | C: . | D: . | E: 0%[10 µM] | F: 1%[9.22 µM] | G: 0%
> CCOC(=O)CSc1nnc(CNC(=O)c2cccs2)n1Cc1ccccc1
  A: -4% | B: -1%[38.3 µM] | C: 16% | D: -2% | E: -31% | F: 16% | G: 5%
> Cc1ccc(C(C)C)c(OCc2n[nH]c(=S)o2)c1
  A: 0% | B: -2% | C: . | D: -9%[46 µM] | E: 8%[10 µM] | F: 5%[9.22 µM] | G: 3%
> CC(C)(C)C(=O)NCCc1nc2ccccc2n1CC(=O)c1ccc(Cl)cc1
  A: -5% | B: 5% | C: 4% | D: ? | E: . | F: 2% | G: 0%[2.36 µM]
> Cc1ccc(NC(=O)CCC(=O)NNS(=O)(=O)c2ccccc2)c(C)c1
  A: 0% | B: -1%[38.3 µM] | C: -1% | D: 16% | E: 0% | F: -1% | G: 0%
> O=C(N/N=C/c1ccncc1)C1CC1(c1ccccc1)c1ccccc1 (configuration not stated)
  A: . | B: . | C: . | D: . | E: 38%[10 µM] | F: 27%[9.22 µM] | G: 2%
> Cc1ccc([N+](=O)[O-])cc1N=C(c1cccc(Br)c1)N1CCOCC1
  A: 2% | B: -9%[38.3 µM] | C: 6% | D: -8% | E: -3% | F: -30% | G: -5%
> CCOC(=O)c1nn(-c2ccccc2C)c(=O)c(C#N)c1C
  A: -2% | B: -19%[38.3 µM] | C: 6% | D: 6% | E: 2%[10 µM] | F: 19% | G: -5%
> C=CCNC(=O)COc1ccc(S(=O)(=O)Nc2ccc(OCC)cc2)cc1
  A: 2% | B: 2% | C: -35%[inhibitor] | D: -1% | E: -4%[10 µM] | F: 24% | G: 3%
> Cc1[nH]c2c(C)cccc2c1CC(=O)O
  A: 0% | B: 7% | C: -17% | D: 24%[46 µM] | E: -43%[inhibitor] | F: -15% | G: -6%
> CCOC(=O)C(=NC(C)CC)NNc1ccc(Br)cc1 (configuration not stated)
  A: -1% | B: 9% | C: 1% | D: 3% | E: 7%[10 µM] | F: 6% | G: -24%
> Cc1cc(NC(=O)COc2ccc(Cl)cc2Cl)n(CCC#N)n1
  A: 0% | B: -18%[38.3 µM] | C: -44%[inhibitor] | D: ? | E: -21%[10 µM] | F: -3%[9.22 µM] | G: 1%
> Cc1cccc(Nc2nc3c(c(=O)n(C)c(=O)n3C)n2CC(O)CO)c1 (configuration not stated)
  A: -4% | B: -9%[38.3 µM] | C: 7% | D: 0% | E: -5%[10 µM] | F: -3% | G: -2%
> C/C(=N\NC(=O)Cn1nc(C)c(Br)c1C)c1cccs1
  A: 4% | B: -3% | C: 1% | D: -1% | E: . | F: ? | G: 2%
> Cc1cccc(NC(=O)CSc2nc3[nH]ncc3c(=O)[nH]2)c1
  A: -2% | B: -7% | C: -1% | D: 6% | E: 20%[10 µM] | F: 0% | G: -29%
> CC(=O)Nc1ccn(Cc2c(F)cccc2Cl)n1
  A: 1% | B: 17%[38.3 µM] | C: 1% | D: 0% | E: 1%[0.074 µM] | F: -8% | G: 2%
> NC(=O)C1CCN(C(=O)/C=C/c2cccc(Br)c2)CC1
  A: . | B: . | C: . | D: . | E: 8%[10 µM] | F: 38%[9.22 µM] | G: 6%
> O=C(CCCn1c(=S)[nH]c2cc3c(cc2c1=O)OCO3)N1CCN(c2ccccc2)CC1
  A: -1% | B: -1%[38.3 µM] | C: -23% | D: -1% | E: 6% | F: 7% | G: 1%
> Cc1cccc(Nc2nc(N3CCCC3)nc(N3CCCC3)n2)c1
  A: 16% | B: 19%[38.3 µM] | C: -24% | D: 4% | E: -30%[10 µM] | F: ? | G: -4%
> CCCn1nc(C(=O)Nc2cc(C(=O)OC)ccc2C)c2ccccc2c1=O
  A: -7% | B: 0%[38.3 µM] | C: -24% | D: -9% | E: -39% | F: -1% | G: 4%
> Cc1ccc(NC(=O)CCC(=O)OC(C(=O)c2ccc(C)c(C)c2)c2ccccc2)c(C)c1 (configuration not stated)
  A: -2% | B: 4%[38.3 µM] | C: -15% | D: 0% | E: 2% | F: 6% | G: 7%
> O=C(c1ccc(Br)o1)N(Cc1ccccc1)c1ccccn1
  A: 5% | B: 3%[38.3 µM] | C: -72%[inhibitor] | D: 9% | E: 13% | F: 20%[9.22 µM] | G: 3%
> CCOCCCNC(=O)C(NC(=O)c1ccccn1)c1ccc(C)cc1 (configuration not stated)
  A: 0% | B: 1% | C: 3% | D: -4% | E: 16%[10 µM] | F: -3% | G: -7%

# Two of the compounds above, with values under each structure.
# Results follow in this order: Luc counter | IMPase Li cell | SMN2 splice up | Lamin A splicing | HTT cytoprotect | HttQ103 aggreg | CBFb-RUNX1 inh
CCOCCCNC(=O)C(NC(=O)c1ccccn1)c1ccc(C)cc1 (configuration not stated)
→ 0% | 1% | 3% | -4% | 16%[10 µM] | -3% | -7%
COc1ccc(C(C)C)cc1S(=O)(=O)NCc1ccccn1
→ -3% | 32%[activator][38.3 µM] | 5% | 7% | 4% | 1% | 9%

# No new results follow: an excerpt of the list.
# Short keys: A = Luc counter; B = IMPase Li cell; C = SMN2 splice up; D = Lamin A splicing; E = HTT cytoprotect; F = HttQ103 aggreg; G = CBFb-RUNX1 inh
> COc1ccc(C(C)C)cc1S(=O)(=O)NCc1ccccn1
  A: -3% | B: 32%[activator][38.3 µM] | C: 5% | D: 7% | E: 4% | F: 1% | G: 9%
> CC(=O)NC(=S)Nc1sc2c(c1C#N)CCCCC2
  A: . | B: . | C: . | D: -12% | E: -18%[10 µM] | F: 24% | G: -8%

# (listing goes on)
# Short keys: A = Luc counter; B = IMPase Li cell; C = SMN2 splice up; D = Lamin A splicing; E = HTT cytoprotect; F = HttQ103 aggreg; G = CBFb-RUNX1 inh
> CC(NC(=O)c1ccc(Cl)cc1)C(=O)NC1=NCCS1 (configuration not stated)
  A: -4% | B: 1%[38.3 µM] | C: -3% | D: 4% | E: 11% | F: -13% | G: -4%
> COc1ccccc1/C=C/C=N/n1c(-c2ccc(C)cc2)n[nH]c1=S
  A: -2% | B: -1% | C: -14% | D: ? | E: -5%[10 µM] | F: 16% | G: -2%
> CN1COc2ccc3ccccc3c2C1
  A: 2% | B: -5% | C: -13% | D: . | E: ? | F: -11% | G: 7%
> COc1ccccc1-n1c(CNC(=O)COc2ccccc2)n[nH]c1=S
  A: -1% | B: 29%[38.3 µM] | C: -10% | D: -5% | E: 18% | F: 9% | G: -2%
> c1ccc(N2CCN(Cc3ccnc4ccccc34)CC2)cc1
  A: 1% | B: 32%[activator][38.3 µM] | C: -91%[inhibitor] | D: ? | E: 6% | F: -7% | G: 5%
> CC(=O)Nc1ccc(C(=O)OCC(=O)NCc2ccccc2)cc1
  A: -1% | B: -5% | C: 1% | D: . | E: -14% | F: 16% | G: 7%
> N#CC1=C(N)NC(SCC(=O)c2ccccc2)=C(C#N)C12CCCC2
  A: 2% | B: 5% | C: -12% | D: 9% | E: . | F: 24% | G: -1%
> CC(=O)CC(=O)Nc1ncc(C(F)(F)F)cc1Cl
  A: 2% | B: -1% | C: 7% | D: 22%[46 µM] | E: -2% | F: 9% | G: -2%
> CCOC(=O)c1c(-c2ccc(OC)cc2)csc1NC(=O)CSc1ncnc2sccc12
  A: 3% | B: 11% | C: . | D: ? | E: 12%[10 µM] | F: -12% | G: 8%
> Cn1c(=O)[nH]c(Nc2ccc(F)cc2)c([N+](=O)[O-])c1=O
  A: -7% | B: -11% | C: 2% | D: 5% | E: . | F: -8% | G: -2%
> CCCOc1ccc(C(=O)Nc2ccc(C)cc2[N+](=O)[O-])cc1
  A: -2% | B: -11%[38.3 µM] | C: -15% | D: 5% | E: 3% | F: -3% | G: -4%
> CCOC(=O)CSc1nnnn1-c1cc(OC)ccc1OC
  A: 1% | B: -4%[38.3 µM] | C: -28% | D: 7% | E: -1% | F: -21% | G: 6%
> CC(C)(C)c1ccc(CCC(CC(=O)O)CC(=O)O)cc1
  A: -3% | B: 3% | C: 21% | D: -9%[46 µM] | E: 19%[10 µM] | F: 8% | G: 5%
> CC(Sc1ccsc1[N+](=O)[O-])C(=O)NCc1ccccc1 (configuration not stated)
  A: -4% | B: 4% | C: 17% | D: . | E: . | F: ? | G: -7%
> CCNc1nc(NCC)n2c(SCC(=O)NCC3CCCCC3)nnc2n1
  A: 5% | B: -2% | C: 18% | D: -1% | E: 29%[10 µM] | F: -9% | G: -2%
> COC(=O)c1ccc(CNC(=O)COC(=O)c2cc(Cl)nc(Cl)c2)cc1
  A: -4% | B: 11% | C: -2% | D: -13%[46 µM] | E: -15%[10 µM] | F: 9% | G: 3%
> COc1ccc(NC(=O)C2C3C=CC(C3)C2C(=O)NCc2ccco2)cc1 (configuration not stated)
  A: 0% | B: 19%[38.3 µM] | C: 6% | D: 8% | E: 6% | F: 8% | G: 11%
> O=C(COC(=O)c1ccc(CO)cc1)Nc1ccc(OC(F)F)cc1
  A: 2% | B: 0% | C: 5% | D: -17%[46 µM] | E: -4%[10 µM] | F: 13% | G: 2%
> Cc1ccc(C(=O)N/C(=C/c2ccccc2)C(=O)NC(Cc2ccccc2)C(=O)O)cc1 (configuration not stated)
  A: 5% | B: 2% | C: -19% | D: -8% | E: -5%[10 µM] | F: 14% | G: -7%
> CC(C)NC(=O)C1CCN(C2CCN(Cc3cn[nH]c3-c3ccccc3)CC2)CC1
  A: -1% | B: 15% | C: -4% | D: . | E: -15% | F: -18% | G: 2%
> O=c1ccccn1CCOc1ccccc1Cl
  A: -3% | B: 9% | C: 21% | D: 2% | E: 10%[0.074 µM] | F: 13% | G: -4%
> Cc1ccnc2c(N3C(=O)C4C5C=CC(C5)C4C3=O)cccc12 (configuration not stated)
  A: -3% | B: -16%[38.3 µM] | C: -10% | D: -7% | E: 6%[10 µM] | F: -2% | G: -6%
